High-throughput results from PubChem BioAssay.
Ecoli viability: counter-screen for AddAB inhibitors: E. coli growth inhibition | 330,000 compounds, 0.27% hits | inhibition, % at 11.9 µM | E. coli V3065 growth, OD600 absorbance, 18 h | AID 449728;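 active means inhibition above the campaign's mean inhibition across all tested compounds plus 3 SD, cut at about 9.9% in these data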;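 further: uninfected addAB+ strain grown without phage in ampicillin broth; 0% = DMSO wells and 100% = ciprofloxacin 0.95 µg/ml wells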
AddAB inh: less growth of phage-infected E. coli with AddAB. AID 435030. E. coli expressing H. pylori AddAB, absorbance growth. inhibition, % at 11.9 µM. 330,000 compounds, 0.29% hits; in the data active means inhibition above about 12%;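 further: 0% = vehicle wells of infected cells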
HTR5A ag ctr: counter-screen for OPRM1-OPRD1 agonists: human HTR5A agonism; HTR5A agonist assay, luminescence, cell-based; 340,000 compounds, 0.61% hits; activation, % at 9.3 µM; AID 504692; P47898; in the data active means activation mostly above about 9.5%, no sharp cut-off; inactive means mostly below about 7.6%;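 further: 0% = cells with vehicle only and 100% = reference agonist; strong numbers were not always called active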
Target sequence (P47898 whole entry, looked up): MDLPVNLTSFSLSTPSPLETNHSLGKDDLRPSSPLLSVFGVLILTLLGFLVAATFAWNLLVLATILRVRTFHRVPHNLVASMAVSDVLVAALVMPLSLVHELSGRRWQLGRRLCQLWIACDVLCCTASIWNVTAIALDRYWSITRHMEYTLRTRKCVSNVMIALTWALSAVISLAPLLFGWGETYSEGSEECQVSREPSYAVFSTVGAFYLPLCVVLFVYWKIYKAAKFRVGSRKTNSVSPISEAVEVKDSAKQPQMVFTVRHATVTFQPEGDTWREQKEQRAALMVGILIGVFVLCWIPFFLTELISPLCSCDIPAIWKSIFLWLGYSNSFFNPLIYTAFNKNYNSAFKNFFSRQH
phage Ecoli inh: E. coli growth loss with phage present; growth absorbance; inhibition, % at 11.9 µM; 360,000 compounds, 0.26% hits; AID 651602; in the data active means inhibition above about 11%
DAGLB inhibitor: blocks human DAGLB lipase activity; Q8NCG7; HEK293T DAGLB membrane lysate, EnzChek fluorogenic substrate; inhibition, % at 5.17 µM; 340,000 compounds, 0.059% hits; AID 504411; in the data active means inhibition above about 34%;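 further: 0% = enzyme with vehicle and 100% = wells lacking enzyme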
PKA-R1A act: activates the PKA-R1A holoenzyme complex | PKA-R1A dissociation, Cy5-IP20 fluorescence polarization; scaled: DMSO 0%, 113 µM cGMP 100% | AID 504707 | activation, % at 11.4 µM | P00514+P68181 | 340,000 compounds, 0.083% hits;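 active means percent activation above the mean of all tested compounds plus 3 SD, cut at about 19% in these data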;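 further: higher means more PKAc released from R1A so a rise in polarization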
SUMO Mot1 rescue: inhibitors of SUMOylation pathway: yeast Mot1-301 growth rescue; S. cerevisiae Mot1-301 growth rescue, ATP luminescence, 38.5C; percent above DMSO median, 100 means doubled; AID 2716; growth rescue, % at 18.8 µM; 320,000 compounds, 1% hits;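 active means every valid replicate shows activation above 250% relative to neutral control wells; inactive means the rest, any valid replicate at or below 250%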;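 further: OY570 slx delta 5 strain wells were the positive control but not used for scaling; some compounds called inactive have numbers as strong as hits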
Tat export inh: blocks Tat-dependent protein export in E. coli; inhibition, % at 10 µM; AID 488895; E. coli MC4100 TorA-mCherry Tat export, fluorescence; 340,000 compounds, 0.036% hits;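 active means mean replicate inhibition at least 50% and at least half of replicates individually reaching 50%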;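 further: exported cargo escapes ClpAP degradation while cytoplasmic cargo is degraded and loses fluorescence; 0% = median of neutral control wells and 100% = median of NaSCN control wells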
HTR5A inv ctr: counter-screen for OPRM1-OPRD1 inverse agonists: human HTR5A inverse agonism; 340,000 compounds, 0.083% hits; inhibition, % at 9.3 µM; HTR5A cell line, luminescence; P47898; AID 504634; in the data active means inhibition mostly above about 23%, no sharp cut-off; inactive means mostly below about 18%;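 further: 0% = cells with DMSO and 100% = no-cell wells with DMSO; some compounds called inactive have numbers as strong as hits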
PKA-R2B act: activates the human PKA-R2B holoenzyme complex. P22694+P31323. 340,000 compounds, 0.079% hits. activation, % at 11.4 µM. PKA-R2B holoenzyme dissociation, Cy5-IP20 fluorescence polarization; R2B truncated from residue 108, S112A mutant; 0% DMSO only, 100% 113 µM cGMP. AID 504700;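 active means activation above a cutoff set at the mean over all compounds plus 3 SD, cut at about 18% in these data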;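 further: higher means more holoenzyme dissociation and a rise in polarization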
Target sequence (P31323 whole entry, looked up, other chains not shown, the tested form may be a part): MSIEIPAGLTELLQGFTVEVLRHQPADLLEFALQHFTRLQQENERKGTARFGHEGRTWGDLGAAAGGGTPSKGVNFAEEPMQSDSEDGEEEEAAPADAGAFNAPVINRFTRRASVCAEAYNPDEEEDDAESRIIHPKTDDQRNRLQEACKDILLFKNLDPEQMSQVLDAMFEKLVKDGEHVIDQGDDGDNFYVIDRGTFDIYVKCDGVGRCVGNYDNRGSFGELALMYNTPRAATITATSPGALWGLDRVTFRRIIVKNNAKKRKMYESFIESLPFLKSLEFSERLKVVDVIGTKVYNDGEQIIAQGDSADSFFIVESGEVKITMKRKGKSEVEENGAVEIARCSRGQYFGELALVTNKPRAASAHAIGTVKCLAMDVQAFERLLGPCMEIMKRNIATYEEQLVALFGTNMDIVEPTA
CDK5 p35 inh: inhibitors of human CDK5/p35 kinase. Q00535+Q15078. Recombinant CDK5/p35, ADP-Glo luminescence, 60 min. inhibition, % at 10 µM. 330,000 compounds, 0.01% hits. AID 488839;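 active means highest replicate inhibition of at least 50% and at least 75% of replicates reaching 50%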;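 further: plate controls were DMSO neutral control for no effect and GW8510 at 10 µM for full effect; many of its hits are not listed in these tables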
The depositor's hits bear a star; . = not tested or not shown. Compounds as they come; overall some 2.3% were active at least once.

mol,Ecoli viability,AddAB inh,HTR5A ag ctr,phage Ecoli inh,DAGLB inhibitor,PKA-R1A act,SUMO Mot1 rescue,Tat export inh,HTR5A inv ctr,PKA-R2B act,CDK5 p35 inh
COc1ccc(N2CCN(C(=O)c3ccc(F)cc3)CC2)c([N+](=O)[O-])c1,-2.2,-1.0,-4,4.3,7,13,506,-2,33,2,-1.2
CCN(Cc1ccc(Cl)s1)C(=O)c1cccc(OCc2c(C)noc2C)c1,-0.1,1.9,1,0.8,-4,-5,6,3,-3,-3,4.0
COc1cc(S(=O)(=O)N2CCCCC2)ccc1NC=O,-0.2,-1.6,6,2.1,4,-4,15,4,-15,-17,0.2
O=C(COc1ccccc1)Nc1cccc(S(=O)(=O)N2CCCC2)c1,.,.,0,1.1,2,0,.,9,8,-2,2.5
COc1ccc(NC(=O)COC(=O)CCSc2ccccc2)cc1OC,3.0,0.5,0,6.3,0,-3,-7,-12,5,8,1.3
OCC[C@H]1C[C@H](O)[C@@H](O)[C@@]2(OCc3ccccc32)O1,2.7,4.4,8,2.7,-4,7,-6,-4,-3,5,-0.3
Clc1cccc(Nc2c3c(nc4ncnn24)CCC3)c1,0.2,-1.8,3,3.3,3,12,2,-21,-23,10,2.3
COc1ccc(-c2noc(N3CCC(C(=O)NC(C)c4ccccc4)CC3)n2)cc1 (stereo unspecified),-0.3,-0.3,3,2.8,-6,-10,21,-12,-12,4,-1.0
COc1cccc(CNC(=O)COC(=O)C2CC3CCCC(C2)C3=O)c1 (stereo unspecified),1.5,3.3,1,2.1,-1,6,14,0,-4,-3,-0.2
O=C(COC(=O)CNC(=O)C1CCCCC1)NCc1ccccc1,1.1,-0.9,-2,1.4,0,7,4,-3,6,7,1.5
Cc1ccc(S(=O)(=O)NCCC(=O)Nc2cccc(S(=O)(=O)N3CCCC3)c2)cc1C,1.1,0.9,0,-0.4,4,-5,.,-4,1,5,-2.8
O=C(c1csc2c1CCCC2)N1CCN(c2ccccc2)CC1,-2.9,-2.2,2,0.4,-6,1,22,6,-6,-16,0.0

Next part
mol,Ecoli viability,AddAB inh,HTR5A ag ctr,phage Ecoli inh,DAGLB inhibitor,PKA-R1A act,SUMO Mot1 rescue,Tat export inh,HTR5A inv ctr,PKA-R2B act,CDK5 p35 inh
C#CCn1c(=NC(=O)c2ccc(Cl)s2)sc2cccc(OC)c21,-2.5,-2.3,1,3.1,-7,6,-4,0,-9,-2,-0.6
CC(NC(=O)C1CCCN(S(=O)(=O)c2cnc[nH]2)C1)c1ccccc1 (stereo unspecified),-1.1,2.0,3,1.7,-1,0,5,-1,-10,-3,0.6
COCCn1nnnc1C(c1cccs1)N1CCN(c2nc3ccccc3s2)CC1 (stereo unspecified),-0.7,1.8,2,-2.2,1,3,2,-1,-4,-5,0.5
COc1cc(OC)c(C(=O)Nc2ccc(S(=O)(=O)Nc3ncccn3)cc2)cc1OC,-0.5,0.7,-2,3.4,3,1,-1,1,-21,-5,0.1
Cc1ccc(CNC(=O)/C=C/c2c(Cl)cccc2Cl)cc1,-0.7,-1.9,1,4.8,-4,-1,16,-8,-5,0,-0.4
COC(=O)c1ccccc1NC(=O)Nc1cc(C)cc(C)n1,-3.5,0.9,0,0.7,-2,4,-15,10,9,-1,-1.2
O=C(c1ccccc1)N(c1ccccc1)C1C=CS(=O)(=O)C1 (stereo unspecified),-1.4,3.2,1,3.2,1,-1,9,6,0,1,0.3
O=C(NC12CC3CC(CC(C3)C1)C2)c1cc([N+](=O)[O-])ccc1Cl,-1.6,4.6,1,1.7,-2,-8,4,5,-5,2,-0.1
O=C(/C=C/c1ccco1)Nc1ccccn1,-0.5,3.1,2,2.1,2,-13,9,16,-12,-4,1.7
COc1ccccc1OCCNC(=O)CCNS(=O)(=O)c1ccc(C)cc1,.,.,-2,4.9,2,-4,.,0,4,3,0.7
O=C(Cc1ccccc1F)NNC(=O)c1cccs1,-3.1,-2.5,1,0.8,1,-11,-7,9,-2,-7,-0.2
COc1ccc(CC2(CO)CCN(Cc3ccncc3)CC2)cc1,-0.8,3.8,3,1.6,-2,-7,-3,-3,-8,2,0.9

Next records
mol,Ecoli viability,AddAB inh,HTR5A ag ctr,phage Ecoli inh,DAGLB inhibitor,PKA-R1A act,SUMO Mot1 rescue,Tat export inh,HTR5A inv ctr,PKA-R2B act,CDK5 p35 inh
COc1cccc(C(=O)N(C)CC(=O)Nc2cccc3ccccc23)c1,0.2,1.8,1,2.6,-1,5,25,-5,-1,-7,-7.7
CCN(CCCNC(=O)CCn1c(=O)[nH]c2ccccc2c1=O)c1ccccc1,-1.1,2.3,1,0.8,3,0,1,-3,-3,11,0.3
CSc1ccc(CN2CCN(CC=C(C)C)C(CCO)C2)cc1 (stereo unspecified),2.4,0.1,2,1.0,1,7,53,-1,-5,-6,2.3
Cc1ccc(C)c(N(CC(=O)NC2CCCC2)C(=O)CCC(=O)Nc2nccs2)c1,1.0,4.0,6,4.7,1,-4,-1,7,-1,0,-1.3
COc1ccccc1-c1ocnc1C(=O)Nc1ccc(N2CCOCC2)cc1N1CCOCC1,.,.,-3,-1.0,-3,-5,.,3,20,-11,6.8
O=S(=O)(Nc1cccc(-c2ccc3nncn3n2)c1)c1ccc(Cl)s1,1.3,-1.3,3,3.1,0,-1,10,-6,7,-7,1.8
CC(C)(C)c1ccccc1OCCOCCNCc1ccccc1,0.0,3.9,3,1.4,-6,-6,-9,-9,-7,-10,0.1
COc1ccccc1C(=O)Nc1ccnn1C1CCN(CC2CC=CCC2)CC1 (stereo unspecified),0.8,2.0,-1,1.7,-1,-7,-8,-9,5,0,-1.4
CCN1CCN(c2ccc(NC(=O)c3cc(S(=O)(=O)N4CCCC4)ccc3Cl)cc2)CC1,-1.8,1.1,8,3.5,-1,-11,-5,-2,-21,2,-1.2
CCOC(=O)C1CCN(C(=O)c2ccc3c(=O)n4c(nc3c2)CCCCC4)CC1,-2.1,3.3,1,1.6,1,-2,-1,2,-2,4,0.2
O=C(CP(=O)(c1ccccc1)c1ccccc1)Nc1nc2ccc(Cl)cc2s1,-0.3,0.9,-3,2.1,3,4,221,-3,23,-4,0.8
CCCC(=O)NC(=S)Nc1ccccc1N1CCOCC1,0.7,1.7,0,0.5,1,-9,-1,-1,-7,-2,-1.5

Next section.
mol,Ecoli viability,AddAB inh,HTR5A ag ctr,phage Ecoli inh,DAGLB inhibitor,PKA-R1A act,SUMO Mot1 rescue,Tat export inh,HTR5A inv ctr,PKA-R2B act,CDK5 p35 inh
C=CCn1c(COc2cccc(C)c2C)nnc1SCC(=O)N1CCN(c2ccccc2)CC1,-1.6,2.9,2,2.4,0,-7,-3,9,-23,-3,-1.9
COc1ccc(N2CCN(Cc3nc(-c4ccc(Cl)cc4Cl)no3)CC2)cc1,-0.2,2.2,5,1.0,-10,-1,45,11,-39,-5,-2.0
CC(C(=O)Nc1ccc(F)c(F)c1F)N(C)CC(=O)Nc1ccccc1Br (stereo unspecified),-2.7,3.4,1,1.5,-3,12,-20,9,-3,9,-0.1
COC(=O)/C(C#N)=C(/Nc1ccc(F)c(Cl)c1)C(F)(F)F,-1.9,1.6,-4,4.4,-7,-2,-7,-16,-11,-2,-6.6
Cc1sc(NC(=O)c2ccc3ncsc3c2)c(C(N)=O)c1C,0.7,3.8,3,0.6,1,-8,19,2,-8,2,2.0
CCOc1ccc2cc(C3CC(c4ccco4)=NN3S(C)(=O)=O)c(=O)[nH]c2c1 (stereo unspecified),-0.2,1.1,-3,-1.5,5,-6,-10,9,20,-2,3.0
O=C(NC1CCCCC1)C1CCN(c2nnnn2-c2ccccc2)CC1,0.6,1.2,2,1.2,4,-4,178,-2,12,-6,-1.0
COC(=O)c1cc(C)sc1NC(=S)N1CCN(CCc2ccccc2)CC1,2.5,3.5,-5,-0.2,0,-13,416,2,11,-8,0.3
CCCC[C@@H]1C=C(C(=O)O)[C@H](c2ccc3c(c2)OCO3)N1S(=O)(=O)c1ccc(C)cc1,-0.2,2.4,3,2.4,2,-3,8,-1,-11,-3,15
COC(=O)c1cn(NC(=O)c2ccncc2)c(=O)c2ccccc12,-2.1,2.3,-1,1.9,2,11,-6,-2,23,7,0.4
COc1ccc(/C(O)=C/c2nc3ccc(C(=O)NCCc4cccc(C)c4)cc3[nH]c2=O)cc1OC,-5.7,-1.4,8,1.0,-5,-4,0,-1,-22,-3,-0.3
Cc1cccc(C)c1NC(=O)C(c1cccc([N+](=O)[O-])c1)N(C)C(=O)c1ccccn1 (stereo unspecified),-1.4,1.3,1,4.5,0,-11,11,3,12,4,0.5

Following part:
mol,Ecoli viability,AddAB inh,HTR5A ag ctr,phage Ecoli inh,DAGLB inhibitor,PKA-R1A act,SUMO Mot1 rescue,Tat export inh,HTR5A inv ctr,PKA-R2B act,CDK5 p35 inh
COc1ccc(C(=O)Nc2nc(C)c3cc4c(cc3n2)OCO4)cc1,0.6,-1.2,-6,3.1,-1,-5,.,-1,14,4,-1.8
CC(C)c1c(C(=O)N/N=C/c2cccnc2)nnn1-c1nonc1N,1.2,1.6,0,3.0,-1,-10,-7,16,-1,-4,0.1
CCC(NC(=O)c1cc(COc2ccc(C)nc2)on1)c1ccc(C)cc1 (stereo unspecified),1.3,6.9,2,-1.0,0,1,107,1,-13,-4,1.8
Cc1occc1C(=O)NNS(=O)(=O)c1ccc(Cl)cc1,-0.4,-1.0,2,2.1,-1,3,-10,-2,-3,9,0.5
COc1ccc(S(=O)(=O)N2CCOCC2)cc1NC(=O)c1ccc(OC(F)F)cc1,.,.,2,1.6,-1,-4,.,-9,15,-2,0.6
C=CCn1c(=O)/c(=C/c2ccc(F)cc2)s/c1=C(\C#N)c1nnc2n1CCCCC2,1.2,0.9,3,-0.1,2,-5,4,-3,2,-7,0.4
CCOc1cc(C2C(C#N)=C(N)OC(C)=C2C(C)=O)c(Br)c(Br)c1OC(C)C (stereo unspecified),0.2,2.5,8,.,-2,-21,-32,-3,0,-10,-0.3
CCOC(=O)c1ccc(N2CCOCC2)c(NC(=O)c2ccc3c(c2)OCO3)c1,-0.9,0.6,-1,0.4,-2,-12,-3,4,-23,-1,2.0
O=S1(=O)N=C2CCCCCN2C(c2ccncc2)N1 (stereo unspecified),-1.9,2.7,4,1.1,-1,3,-11,-3,-13,-3,0.4
O=C(NCc1ccco1)NC(=O)c1csc([N+](=O)[O-])c1,-4.0,0.0,3,0.1,-1,0,-2,-12,-6,6,-7.3
CCCN1CCN(C(=O)C2CCN(S(=O)(=O)c3ccc4c(c3)NC(=O)C(C)S4)CC2)CC1 (stereo unspecified),0.4,4.0,10,1.1,-6,-7,-11,-1,-22,0,.
COc1ccc(NC(=O)CSc2nncn2C)c([N+](=O)[O-])c1,0.0,-0.3,2,2.7,-3,-9,22,6,25,4,1.1
COc1ccccc1NC(=O)c1cc(S(=O)(=O)N2CCC3(CC2)OCCO3)ccc1F,-1.6,-1.4,0,.,-3,0,17,2,0,3,1.7
O=C1N/C(=C\c2ccc(O)cc2)C(=O)c2ccccc21,4.1,2.3,12*,.,-2,-2,-67,-1,18,0,10
O=C(Cn1nnc(-c2cccs2)n1)NCCc1ccccc1,-1.0,-0.2,0,2.8,1,-3,-17,-8,-22,0,-1.1
